Compound activity as filed in PubChem BioAssay.
GASC1 inh – inhibitors of GASC-1 (KDM4C) histone demethylase, primary screen, biochemical, single concentration HTS; GST-KDM4C 2-372, H3K9me3 peptide, LANCE TR-FRET; AID 720574, 2013; inhibition, % at 12.5 µM; 96,000 tested, 0.15% active;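 active = mean replicate inhibition above about 25%, with at least 55% of replicates also reaching it, limit read from the data, passing the limit was not always enough; inconclusive = only one of those two conditions met; inactive = neither condition met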
Target sequence (Q9H3R0 2-372 limits assumed): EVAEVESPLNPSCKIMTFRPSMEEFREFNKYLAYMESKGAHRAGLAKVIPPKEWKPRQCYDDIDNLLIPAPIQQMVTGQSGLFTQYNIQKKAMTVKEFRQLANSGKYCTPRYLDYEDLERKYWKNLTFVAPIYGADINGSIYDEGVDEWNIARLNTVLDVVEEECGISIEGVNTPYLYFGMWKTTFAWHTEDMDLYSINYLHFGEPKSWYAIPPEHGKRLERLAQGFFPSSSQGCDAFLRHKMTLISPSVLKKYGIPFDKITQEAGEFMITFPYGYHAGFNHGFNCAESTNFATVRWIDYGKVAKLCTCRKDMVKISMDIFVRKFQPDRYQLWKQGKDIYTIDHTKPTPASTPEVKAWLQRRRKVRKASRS
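reagent = H3K9me3 peptide substrate, Fe(II), 2-oxoglutarate | system = GST-tagged GASC-1 (JMJD2C) catalytic fragment, aa 2-372 | amount = enzyme final amount 10 nM | read-out = Fall in 671/618 emission ratio as inhibition | medium = HEPES buffer, pH 7.5, plus ascorbate | schedule = 30 min reaction, 60 min detection, RT | measured by = LANCE TR-FRET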
Pf Dd2 growth – P. falciparum Dd2 growth inhibitors, primary screen, SYBR Green fluorescence, single dose replicates; AID 1159554, 2015; 72 h; active compounds read low; activity change, % at 10 µM; 94,000 tested, 2.3% active; in the data active = activity change below about -80%; inconclusive = no clear call, values can overlap the other calls
T cruzi growth – T. cruzi intracellular proliferation inhibitors, primary screen, cell-based, beta-gal Tulahuen parasites, NIH3T3 host, luminescence; T. cruzi beta-gal in NIH3T3, GalScreen luminescence, 90 h; inhibition, % at 8.34 µM; 77,000 tested, 5.9% active; AID 624255, 2012;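 active = mean inhibition above about 93%, with at least 55% of replicates each passing it, limit read from the data, passing the limit was not always enough; inconclusive = only one of those two conditions holds; inactive = neither condition holds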
C diff HTS – C. difficile growth inhibitors, primary screen, HTS | Clostridium difficile clinical isolate growth, OD600, 24 h; active compounds read low | growth activity, negative = inhibition, % at 16 µg/mL (by protocol) | 86,000 tested, 0.25% active | AID 1259249, 2017;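 active = mean growth activity at or below -80% and every replicate also at or below -80%; inconclusive = mean at or below -80% but some replicate above -80%; inactive = mean growth activity above -80%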;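 also: 0% = DMSO wells and -100% = levofloxacin 16 µg/mL wells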
Active calls of the source: *; ? = inconclusive; nt = no result given; & = joins results of further samples.

molecule | GASC1 inh | Pf Dd2 growth | T cruzi growth | C diff HTS
C[C@H](CO)N1C[C@H](C)[C@@H](CN(C)C(=O)Nc2ccc(C(F)(F)F)cc2)OCCCC[C@H](C)Oc2ccc(N(C)C)cc2C1=O | -2.4 | -63 | 85 | -1
Cc1noc(C)c1NC(=O)N(C)C[C@@H]1Oc2ccc(NC(=O)CCN3CCOCC3)cc2C(=O)N([C@H](C)CO)C[C@@H]1C | -0.2 | 8 | 85 | -6
COc1ccc(S(=O)(=O)Nc2ccc3c(c2)C(=O)N([C@H](C)CO)C[C@@H](C)[C@@H](CN(C)C(=O)Nc2ccc4c(c2)OCO4)O3)cc1 | 0.9 | -7 | 18 | 3
C[C@@H]1CN([C@@H](C)CO)C(=O)c2cc(NC(=O)CCCN(C)C)ccc2O[C@@H]1CN(C)CC1CCCCC1 | 2.3 | -32 | nt | 9
C[C@@H]1CN([C@H](C)CO)C(=O)c2cc(NS(=O)(=O)c3cn(C)cn3)ccc2O[C@@H]1CN(C)CC1CCCCC1 | -2.0 | 24 | 2 | -1
O=C(N[C@H]1CC[C@H](CCNC(=O)C2CCOCC2)O[C@@H]1CO)c1ccccn1 | 0.8 | 7 | -4 | 1
CC(C)NC(=O)Nc1ccc2c(c1)C(=O)N([C@@H](C)CO)C[C@@H](C)[C@@H](CN(C)S(=O)(=O)c1ccccc1)OCCCC[C@H](C)O2 | -0.9 | -22 | 53 | 3
C[C@H](CO)N1C[C@H](C)[C@@H](CN(C)S(C)(=O)=O)OCCCC[C@H](C)Oc2ccc(NC(=O)Nc3ccc(F)cc3)cc2C1=O | 1.0 | 50 | 23 | 5
CCC(=O)N1C[C@H]2[C@@H](c3ccccc31)[C@@H](CO)N2C(=O)CC | -1.3 | -21 | 60 | -5
Cc1noc(C)c1S(=O)(=O)Nc1ccc2c(c1)C(=O)N([C@H](C)CO)C[C@H](C)[C@H](CN(C)Cc1ccc(C(F)(F)F)cc1)OCCCC[C@@H](C)O2 | 2.1 | 13 | ? | nt
C[C@H](CO)N1C[C@H](C)[C@@H](CN(C)C(=O)NC2CCCCC2)Oc2ccc(NS(C)(=O)=O)cc2C1=O | -0.2 | 5 | nt | -1
O=C(NCC(F)(F)F)[C@@H]1[C@@H](CO)[C@@H]2Cn3c(ccc(-c4ccncc4)c3=O)[C@@H]2N1Cc1ccncc1 | 4.8 | nt | 3 | 0
COc1cccc(NC(=O)N2[C@H](CO)[C@@H](c3ccccc3)[C@H]2CNC(C)C)c1 | 2.8 | -74 | 104* | -5
Cc1ccc(NC(=O)Nc2ccc3c(c2)C(=O)N(C)[C@H]2CC[C@@H](CC(=O)O)O[C@@H]2CO3)cc1 | 3.6 | 8 | -38 | -5
C/C=C/c1ccc2c(c1)O[C@@H](CN(C)C(=O)Nc1cc(F)ccc1F)[C@H](C)CN([C@@H](C)CO)S2(=O)=O | 0.3 | -2 | -25 | 11
COc1ccc(S(=O)(=O)N(C)C[C@@H]2OCCCC[C@@H](C)Oc3ccc(NC(=O)Nc4ccc5c(c4)OCO5)cc3C(=O)N([C@@H](C)CO)C[C@@H]2C)cc1 | 1.0 | -88* | 75 | 8
C/C=C/c1ccc([C@H]2[C@@H](CO)N(C(=O)C3CCCC3)C23CN(C(=O)NC(C)C)C3)cc1 | 1.5 | -9 | nt | -3
Cc1noc(C)c1NC(=O)Nc1ccc2c(c1)C(=O)N([C@@H](C)CO)C[C@H](C)[C@@H](CN(C)S(=O)(=O)c1ccc(Cl)cc1)OCCCC[C@@H](C)O2 | 0.5 | -76 | 99* | 0
C[C@H](CO)N1C[C@H](C)[C@H](CN(C)C(=O)NC2CCCC2)Oc2cc(/C=C/c3ccccc3)ccc2S1(=O)=O | -1.3 | -66 | 94 | 3
O=S(=O)(N[C@@H]1CC[C@@H](CCNS(=O)(=O)c2ccccc2Cl)O[C@H]1CO)c1ccccc1 | 0.1 | -11 | -66 | -7
COc1ccc(NC(=O)Nc2ccc3c(c2)C(=O)N([C@@H](C)CO)C[C@@H](C)[C@@H](CN(C)S(C)(=O)=O)O3)cc1 | 0.0 | 32 | -143 | -5
C[C@H](CO)N1C[C@H](C)[C@@H](CN(C)C(=O)Nc2ccc3c(c2)OCO3)Oc2c(NC(=O)Nc3cccc4ccccc34)cccc2C1=O | -0.3 | -7 | 39 | 4
C[C@@H]1CN([C@@H](C)CO)C(=O)c2cc(NC(=O)Nc3ccc(C(F)(F)F)cc3)ccc2O[C@@H]1CN(C)C(=O)Nc1cccc2ccccc12 | -4.0 | -74 | 7 | 13
Cc1noc(C)c1NC(=O)N(C)C[C@@H]1OCCCC[C@@H](C)Oc2ccc(NS(=O)(=O)c3cccs3)cc2C(=O)N([C@H](C)CO)C[C@H]1C | 0.0 | -16 | 27 | 7
C[C@@H]1CN([C@H](C)CO)C(=O)c2cc(NC(=O)NC3CCCCC3)ccc2O[C@@H](C)CCCCO[C@H]1CN(C)Cc1ccc(C(=O)O)cc1 | -0.9 | -4 | -2 | -2
C[C@@H]1CN([C@H](C)CO)C(=O)Cc2cc(NS(=O)(=O)c3ccc(F)cc3)ccc2O[C@H]1CN(C)C(=O)Nc1ccc2c(c1)OCO2 | 2.9 | 12 | 24 | nt
COCC(=O)N(C)C[C@@H]1Oc2ncc(-c3ccc(C)cc3)cc2C(=O)N([C@@H](C)CO)C[C@@H]1C | 1.2 | 43 | 19 | 0
C[C@@H]1CN([C@H](C)CO)C(=O)c2cc(NS(=O)(=O)c3ccc(F)cc3)ccc2O[C@H]1CN(C)S(=O)(=O)c1ccc(Cl)cc1 | -0.9 | -12 | 30 | -6
C[C@@H]1CN([C@@H](C)CO)C(=O)c2cc(C#CC3CCCCC3)cnc2O[C@H]1CN(C)Cc1cncnc1 | -1.3 | 12 | 39 | -4
C[C@@H]1CN([C@@H](C)CO)C(=O)c2cc(NS(=O)(=O)c3cn(C)cn3)ccc2O[C@@H]1CN(C)Cc1ccc(Oc2ccccc2)cc1 | 0.6 | 14 | 18 | nt
O=C(C[C@H]1CC[C@@H]2[C@H](COC[C@H](O)CN2C(=O)c2cnccn2)O1)N1CCN(c2ccccc2)CC1 | 0.7 | 17 | 5 | -3&-4
O=C(Cc1ccncc1)Nc1ccc2c(c1)[C@@H]1C[C@H](CC(=O)NC3CCCC3)O[C@@H](CO)[C@@H]1O2 | -0.6 | 0 | -3 | nt
N#C[C@@H]1[C@H](c2ccc(C3=CCCCC3)cc2)[C@@H](CO)N1C(=O)Cc1ccncc1 | -1.1 | -13 | 75 | -5
COc1ccc(NC(=O)N(C)C[C@H]2Oc3ccc(NC(=O)Nc4ccc5c(c4)OCO5)cc3CC(=O)N([C@H](C)CO)C[C@@H]2C)cc1 | -1.2 | 7 | 1 | -12
C[C@H]1CN([C@@H](C)CO)C(=O)Cc2cc(NC(=O)Nc3ccc4c(c3)OCO4)ccc2O[C@@H]1CN(C)Cc1ccc(C(=O)O)cc1 | 1.1 | 13 | 8 | 6
CC(C)NC(=O)N1[C@@H]2CNC[C@H]1C2c1ccc(-c2cccc(C#N)c2)cc1 (stereo partly drawn) | 4.7&0.7 | 18&16 | nt | 0&-4
C[C@@H]1CN([C@H](C)CO)C(=O)c2cc(NC(=O)C3CC3)ccc2O[C@H]1CN(C)C(=O)Nc1cccc2ccccc12 | 0.0 | -9 | 20 | -3
CC(C)NC(=O)N(C)C[C@H]1Oc2cc(-c3ccncc3)ccc2S(=O)(=O)N([C@H](C)CO)C[C@@H]1C | -1.2 | -1 | 107* | -2
COc1ccc2c3c(n(C)c2c1)[C@H](CO)NCC31CCN(Cc2cc(F)ccc2F)CC1 | -0.4 | -78 | nt | 23
C[C@@H]1CN([C@H](C)CO)C(=O)c2cccc(NC(=O)Nc3ccc(C(F)(F)F)cc3)c2O[C@H]1CN(C)C(=O)Nc1ccc(F)cc1 | nt | -10 | -50 | 28
C[C@@H]1CN([C@@H](C)CO)C(=O)c2cc(NS(=O)(=O)c3ccc(Cl)cc3)ccc2O[C@@H]1CN(C)Cc1ccc(-c2ccccc2)cc1 | -2.8 | 20 | ? | 17
Cc1noc(C)c1NC(=O)N[C@H]1CC[C@H](CC(=O)N2CCN(C)CC2)O[C@H]1CO | -1.8 | 21 | -12 | -2
C[C@@H]1CN([C@H](C)CO)S(=O)(=O)c2ccc(C#C[C@@H](C)O)cc2O[C@H]1CN(C)C(=O)C1CCCCC1 | 1.5 | -55 | 34 | 2
COCC(=O)Nc1ccc2c(c1)[C@@H]1C[C@H](CC(=O)N3CCN(C)CC3)O[C@@H](CO)[C@@H]1O2 | 1.7 | 1 | -11 | 2
N#C[C@@H]1[C@H](c2ccccc2-c2ccccc2)[C@H](CO)N1C(=O)NC1CCCC1 | 3.0 | 3 | nt | -15
COc1ccccc1-c1ccc([C@@H]2[C@@H](CO)N3CCCCN(C(=O)CN4CCOCC4)C[C@H]23)cc1 | -0.5 | -17 | 32 | -5
Cc1noc(C)c1NC(=O)N(C)C[C@H]1Oc2c(NC(=O)Nc3ccc(F)cc3)cccc2C(=O)N([C@H](C)CO)C[C@@H]1C | -0.1 | 35 | 0 | -3
CC(C)NC(=O)NCC[C@@H]1CC[C@@H](NS(=O)(=O)c2ccc(-c3ccccc3)cc2)[C@@H](CO)O1 | -1.8 | 4 | -65 | -7
COc1cccc(C#Cc2cnc3c(c2)C(=O)N([C@@H](C)CO)C[C@@H](C)[C@@H](CN(C)C(C)=O)O3)c1 | -1.2 | -11 | 1 | -1
COC(=O)C[C@H]1CC[C@@H]2[C@H](COC[C@H](O)CN2S(=O)(=O)c2cn(C)cn2)O1 | -2.3 | 23 | 2 | 2&-3
O=S(=O)(c1ccccc1)N1[C@H](CO)[C@H]2c3ccccc3NC[C@H]21 | -2.1 | 1 | 10 | 11
O=C(c1cnccn1)N1CC(=O)N2[C@H](C1)[C@@H](c1ccc(-c3cccc(F)c3)cc1)[C@@H]2CO | -1.5 | 6 | nt | 1
CC(=O)N(C)C[C@H]1Oc2cc(-c3ccncc3)ccc2S(=O)(=O)N([C@@H](C)CO)C[C@@H]1C | -0.2 | -33 | 34 | -5
CC(C)NC(=O)Nc1ccc2c(c1)C(=O)N([C@H](C)CO)C[C@H](C)[C@H](CN(C)Cc1ccccc1)OCCCC[C@H](C)O2 | 1.3 | -31 | 31 | -2
O=C(C[C@H]1CC[C@H](NC(=O)c2ccncc2)[C@@H](CO)O1)NCC1CCCCC1 | -0.2 | 10 | -12 | nt
C[C@H]1CN([C@@H](C)CO)S(=O)(=O)c2ccc(-c3ccc(C(=O)N(C)C)cc3)cc2O[C@@H]1CN(C)C(=O)C1CCC1 | 0.5 | -42 | -4 | -5
COc1ccc(NC(=O)N(C)C[C@@H]2Oc3c(NS(=O)(=O)c4ccc(Cl)cc4)cccc3C(=O)N([C@H](C)CO)C[C@H]2C)cc1 | 0.3 | 5 | 11 | -10
CO[C@@H]1CN(C)C(=O)c2ccc(NC(=O)c3ccccc3)cc2OC[C@@H](C)N(C)C[C@H]1C | 2.0 | -10 | nt | -3
COc1ccc(NC(=O)N(C)C[C@H]2OCCCC[C@H](C)Oc3ccc(NS(=O)(=O)c4c(C)noc4C)cc3C(=O)N([C@H](C)CO)C[C@@H]2C)cc1 | -0.1 | -9 | 53 | 2
CO[C@@H]1CC[C@@H]2CCN(C)C(=O)[C@@H](C)CN(C)C(=O)c3cc(C#N)ccc3OC[C@H]1O2 | 2.0 | nt | 25 | -5

One compound at a time, as listed above. Order of screens: GASC1 inh, Pf Dd2 growth, T cruzi growth, C diff HTS
Cc1noc(C)c1NC(=O)N[C@H]1CC[C@H](CC(=O)N2CCN(C)CC2)O[C@H]1CO is listed as -1.8, 21, -12, -2
C[C@H]1CN([C@@H](C)CO)C(=O)Cc2cc(NC(=O)Nc3ccc4c(c3)OCO4)ccc2O[C@@H]1CN(C)Cc1ccc(C(=O)O)cc1 is listed as 1.1, 13, 8, 6
O=C(c1cnccn1)N1CC(=O)N2[C@H](C1)[C@@H](c1ccc(-c3cccc(F)c3)cc1)[C@@H]2CO is listed as -1.5, 6, nt, 1
O=C(Cc1ccncc1)Nc1ccc2c(c1)[C@@H]1C[C@H](CC(=O)NC3CCCC3)O[C@@H](CO)[C@@H]1O2 is listed as -0.6, 0, -3, nt
CO[C@@H]1CC[C@@H]2CCN(C)C(=O)[C@@H](C)CN(C)C(=O)c3cc(C#N)ccc3OC[C@H]1O2 is listed as 2.0, nt, 25, -5

The list goes on:
molecule | GASC1 inh | Pf Dd2 growth | T cruzi growth | C diff HTS
Cc1noc(C)c1S(=O)(=O)Nc1ccc2c(c1)CC(=O)N([C@@H](C)CO)C[C@H](C)[C@@H](CN(C)C(=O)Nc1cccc3ccccc13)O2 | 0.9 | -3 | 11 | -7
CCCNC(=O)N(C)C[C@H]1Oc2cc(-c3cccnc3)ccc2S(=O)(=O)N([C@H](C)CO)C[C@H]1C | 0.9 | 15 | -4 | -2
C[C@H](CO)N1C[C@H](C)[C@@H](CN(C)C(=O)NC2CCCCC2)OCc2cn(nn2)CCCC1=O | nt | -1 | -21 | 3
COCCNC(=O)C[C@@H]1CC[C@H]2[C@H](COc3ccc(NC(C)=O)cc3C(=O)N2C)O1 | 2.4 | 3 | 40 | -1
